# High-throughput results: PubChem BioAssay, several laboratories
# NSD2 HMT inh: blocks human histone methyltransferase NSD2 | inhibition, % at 12.5 µM | AID 743445 | 310,000 compounds, 0.54% hits | NSD2 peptide methylation, AlphaScreen, 120 min; in the data active = inhibition above about 50%
# SR-BI HDL uptake: mouse SR-BI HDL lipid transfer inhibition; ldlA[mSR-BI] CHO cells, DiI-HDL uptake fluorescence, 3 h; inhibition, % at 12.5 µM; AID 488896; 320,000 compounds, 0.96% hits;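 active = mean replicate inhibition of at least 70% and a set share of replicates each scoring 70 or more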;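 note: 0% = median of neutral control wells and 100% = median of positive control wells; values of inactives mirror those of a sister screen read the other way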
# Mot1-301 SUMO: SUMOylation pathway inhibition by Mot1-301 growth rescue; 320,000 compounds, 1% hits; AID 2716; S. cerevisiae Mot1-301 growth rescue, ATP luminescence, 38.5C; percent above DMSO median, 100 means doubled; growth rescue, % at 18.8 µM;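 active = every valid replicate shows activation above 250% relative to neutral control wells; inactive = the rest, any valid replicate at or below 250%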;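 note: OY570 slx delta 5 strain wells were the positive control but not used for scaling; some compounds called inactive have numbers as strong as hits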
# Arr AP2 block: inhibitors of human beta-arrestin and AP2 interaction; FITC-arrestin peptide / GST-AP2 beads, flow cytometry; AP2 beta2 appendage carries R879A mutation; inhibition, % at 10 µM; 340,000 compounds, 0.31% hits; AID 504490;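 active = inhibition above a set limit, near 3 SD of compounds lacking own fluorescence, cut at about 54% in these data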;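 note: plate controls were DMSO wells for no effect and 5 µM unlabelled arrestin peptide for full effect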
#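 test system = AP2 appendage R879A on GSH beads | buffer or medium = PBS plus Tween 20 (0.05%) and BSA (0.1%) | incubation = 12 min plus 1 h, RT | detection = bead flow cytometry, FITC channel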
# SR-BI uptake up: enhances SR-BI lipid uptake from DiI-HDL | 320,000 compounds, 0.096% hits | AID 504775 | activation, % at 12.5 µM | CHO ldlA[mSR-BI] cells, DiI-HDL uptake fluorescence, 3 h; 100 = double the neutral-control signal;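 active = mean replicate activation of at least 60% and every replicate at or above 60%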;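 note: 0% = median plate neutral-control signal and 100% = twice that signal; values of inactives mirror those of a sister screen read the other way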
#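 Material: SR-BI-overexpressing, LDLR-lacking CHO cells; schedule: compound exposure 3 h, 37 °C; reagent: DiI-labelled HDL at 10 µg/mL final; technique: bottom-read fluorescence, 550/595 nm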
# PKA-R1A activ: PKA-R1A complex activation; P00514+P68181; PKA-R1A dissociation, Cy5-IP20 fluorescence polarization; scaled: DMSO 0%, 113 µM cGMP 100%; activation, % at 11.4 µM; 340,000 compounds, 0.083% hits;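 active = percent activation above the mean of all tested compounds plus 3 SD, cut at about 19% in these data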;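 note: higher means more PKAc released from R1A so a rise in polarization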
# MITF TRPM1 HTS: increases MITF-driven TRPM1 promoter luciferase signal | SK-MEL-5 TRPM1-promoter luciferase, 24 h; % of positive control, neutral wells = 0 | activation, % at 12.5 µM | 300,000 compounds, 0.75% hits | AID 588334;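 active = mean activation of at least 80% with every replicate also reaching 80%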;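 note: 0% = neutral control wells and 100% = parthenolide positive control wells; values of inactives mirror those of a sister screen read the other way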
# CDK5 p35 inh: blocks human CDK5/p35 kinase activity | inhibition, % at 10 µM | AID 488839 | 330,000 compounds, 0.01% hits | Recombinant CDK5/p35, ADP-Glo luminescence, 60 min | Q00535+Q15078;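 active = highest replicate inhibition of at least 50% and at least 75% of replicates reaching 50%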;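 note: plate controls were DMSO neutral control for no effect and GW8510 at 10 µM for full effect; many of its hits are not listed in these tables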
# Pemphigus Ab inh: inhibitors of pemphigus antibody binding to human desmoglein-3. P32926. DSG3-coupled beads, scFv-anti-DSG3-GFP binding, flow cytometry; hits give low values. binding (percent of control), % at 10 µM. 310,000 compounds, 0.48% hits. AID 588358;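 active = binding more than 3 SD below its plate's average and above zero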;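 note: hits lower antibody fragment binding to DSG3; some compounds called inactive have numbers as strong as hits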
# Target sequence (P32926 whole entry, looked up, the tested form may be a part): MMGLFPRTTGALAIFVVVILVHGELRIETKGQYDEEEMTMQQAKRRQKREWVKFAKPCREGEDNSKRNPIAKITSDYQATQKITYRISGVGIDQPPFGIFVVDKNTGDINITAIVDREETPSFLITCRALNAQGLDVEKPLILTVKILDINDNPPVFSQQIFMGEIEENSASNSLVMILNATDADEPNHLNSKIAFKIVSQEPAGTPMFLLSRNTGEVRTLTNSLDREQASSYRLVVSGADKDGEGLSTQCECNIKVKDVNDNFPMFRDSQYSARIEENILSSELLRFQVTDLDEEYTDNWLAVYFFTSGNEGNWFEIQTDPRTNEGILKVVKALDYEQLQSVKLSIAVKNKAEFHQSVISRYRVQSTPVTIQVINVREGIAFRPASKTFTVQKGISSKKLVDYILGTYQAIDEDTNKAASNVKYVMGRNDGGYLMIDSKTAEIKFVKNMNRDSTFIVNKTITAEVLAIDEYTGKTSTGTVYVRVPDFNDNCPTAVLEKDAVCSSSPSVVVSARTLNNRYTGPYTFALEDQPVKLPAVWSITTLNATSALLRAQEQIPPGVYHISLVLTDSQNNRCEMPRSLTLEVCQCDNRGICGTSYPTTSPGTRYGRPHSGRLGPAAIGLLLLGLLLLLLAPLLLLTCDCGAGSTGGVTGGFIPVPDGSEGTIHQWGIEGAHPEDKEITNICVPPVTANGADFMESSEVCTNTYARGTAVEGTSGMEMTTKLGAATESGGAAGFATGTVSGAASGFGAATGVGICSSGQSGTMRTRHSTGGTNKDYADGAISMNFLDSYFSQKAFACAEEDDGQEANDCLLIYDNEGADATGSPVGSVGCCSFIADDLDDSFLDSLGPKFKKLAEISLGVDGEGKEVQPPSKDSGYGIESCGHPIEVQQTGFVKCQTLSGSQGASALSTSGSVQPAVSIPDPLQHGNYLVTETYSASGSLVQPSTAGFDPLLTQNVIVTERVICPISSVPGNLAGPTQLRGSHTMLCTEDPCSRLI
# dFosB activator: activators of mouse delta FosB homodimer. P13346. purified delta FosB, TAMRA-CDK5 oligo fluorescence polarization; percent of positive-control signal above neutral wells. activation, % at 25 µM. 340,000 compounds, 0.99% hits. AID 493131;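 active = mean activation above about 17%, with every replicate also reaching it, limit read from the data, passing the limit was not always enough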;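 note: fluorescence polarization rise as delta FosB binds a TAMRA Cdk5 AP-1 oligo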
# PKA-R2B activ: activators of human PKA-R2B complex | P22694+P31323 | 340,000 compounds, 0.079% hits | activation, % at 11.4 µM | PKA-R2B holoenzyme dissociation, Cy5-IP20 fluorescence polarization; R2B truncated from residue 108, S112A mutant; 0% DMSO only, 100% 113 µM cGMP | AID 504700;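 active = activation above a cutoff set at the mean over all compounds plus 3 SD, cut at about 18% in these data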;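 note: higher means more holoenzyme dissociation and a rise in polarization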
# Active calls of the source: *; . = not tested or not shown.
SMILES,NSD2 HMT inh,SR-BI HDL uptake,Mot1-301 SUMO,Arr AP2 block,SR-BI uptake up,PKA-R1A activ,MITF TRPM1 HTS,CDK5 p35 inh,Pemphigus Ab inh,dFosB activator,PKA-R2B activ
COc1ccc(-c2nnc(NC(=O)CS(=O)(=O)c3ccc(F)cc3)o2)c(OC)c1,1.8,-10.7,-29.8,3.0,10.7,-3.6,4.2,1.4,99.2,-15.6,-2.9
COc1ccccc1/C=C(\NC(=O)c1cccc(C)c1)C(=O)Nc1ccccn1,-3.2,-3.0,0.2,-2.6,3.0,2.1,-5.9,0.0,95.3,1.7,-8.6
C/C(=N\OC(=O)NC1CCCCC1)c1sc(-c2ccccc2)nc1C,0.6,53.8,.,-0.5,-53.8,-11.6,.,-4.0,105.0,-8.5,-10.4
CC1CCCCC1NC(=O)c1cc(S(=O)(=O)N2CCOCC2)ccc1Cl (centres undefined),-1.5,-5.9,-8.2,16.3,5.9,1.8,-7.1,-0.6,95.1,-7.5,-5.0
Cc1ccc(S(=O)(=O)Nc2cc(C)nn2-c2ccccc2)cc1,.,-2.4,67.5,30.8,2.4,0.1,.,-0.2,.,-1.2,1.2
CCN1C(N(C)C)=NC[C@@H]1Cc1ccccc1,.,-2.2,-21.4,2.5,2.2,6.1,0.4,-1.5,108.7,-2.2,-1.4
O=C(COc1ccc2ccc(=O)oc2c1)Nc1cccnc1,48.7,-8.2,17.7,4.9,8.2,-13.4,-0.8,1.7,105.5,-8.9,2.8
COc1ccc(-c2cc(=O)oc3cc(OCC(=O)N[C@@H](Cc4c[nH]c5ccccc45)C(=O)O)ccc23)cc1,.,-7.1,0.7,9.4,7.1,-1.4,6.5,-1.1,106.2,-9.9,-0.4
Cn1cccc1/C=C1\CCc2ccccc2C1=O,14.6,-17.3,-5.8,-1.7,17.3,-3.6,4.9,17.0,89.7,-4.2,-6.5
CCC(CO)N=CC1=C(O)CC(C)(C)CC1=O (centres undefined),-0.4,-21.9,0.5,-11.2,21.8,1.4,.,-1.0,.,-2.5,1.5
O=C1C(=O)N(CCN2CCOCC2)C(c2ccccc2F)/C1=C(\O)c1ccc(S(=O)(=O)N2CCOCC2)cc1 (centres undefined),4.1,-23.3,1.6,20.4,23.3,-10.9,2.8,0.2,94.8,2.1,-4.6
O=C(O)c1cc2c(cc1NC(=O)C1CCCC1)OCCO2,-1.9,-6.0,.,-8.1,6.0,-0.2,6.3,0.9,.,2.1,-6.2
COc1ccccc1NC(=O)CCCCCN1C(=O)c2cccc([N+](=O)[O-])c2C1=O,1.0,42.2,-19.3,30.9,-42.2,7.9,.,-0.1,122.1,-5.9,-11.8
O=C(NN=Cc1ccc2c(c1)OCO2)c1ccccc1,-2.4,14.3,.,9.7,-14.3,-8.8,66.9,-1.6,90.6,-0.7,1.9
Cc1cccc(NC(=S)NNC(=O)c2csc(C)c2)c1,-0.8,-18.7,-4.2,17.4,18.7,-8.5,65.2,5.1,108.3,-4.0,-5.7
CCOC(=O)C1(CCCc2ccccc2)CCN(C(=O)Cc2nonc2C)CC1,-7.7,37.0,-2.1,11.9,-37.0,-10.8,0.1,0.1,100.8,-6.4,-6.3
CC1CC1C(=O)OCC(=O)NC(=O)NCc1ccco1 (centres undefined),-4.3,3.3,-9.7,-1.5,-3.3,2.8,-2.1,-1.3,.,-3.9,9.0
O=C(Cc1cccs1)N(c1ccc(Br)cc1)C1C=CS(=O)(=O)C1 (centres undefined),-1.1,-23.9,.,1.1,23.9,3.5,-7.2,0.1,103.1,3.5,-3.4
CC1CN(S(=O)(=O)c2ccccc2)C(C)N1C(=O)N1CCOCC1 (centres undefined),44.7,-10.0,4.7,10.7,10.0,0.3,4.0,0.7,112.6,-0.2,-3.8
CCOc1ccc(Nc2ccc(C(=O)O)cc2[N+](=O)[O-])cc1,3.8,10.2,97.5,-14.4,-10.2,-5.8,-3.2,1.7,105.4,1.9,0.2
O=C(O)c1ccc2c(c1)C(=O)N(c1ccc([N+](=O)[O-])cn1)C2=O,-2.8,-4.4,-1.2,3.2,4.4,9.1,.,-1.0,117.5,2.8,-4.7
O=C(CN(Cc1ccc2c(c1)OCO2)C(=O)CSc1nc2ccccc2o1)NC1CCCCC1,11.9,-6.6,17.5,-4.8,6.6,-2.5,-9.5,0.2,.,-4.1,5.8
O=C(NNC(=O)c1cccc(S(=O)(=O)N2CCc3ccccc32)c1)c1ccccc1,-3.0,23.4,.,15.7,-23.4,5.0,-16.4,1.0,.,-4.6,-0.4
COc1cc(S(C)=O)ccc1-c1nc2ncccc2[nH]1 (centres undefined),.,-7.7,20.3,13.0,7.7,-1.2,-8.1,1.2,99.2,-13.9,6.3
O=C(CNC(=O)c1ccc(Br)o1)NCc1ccc(Cl)cc1Cl,-1.7,-16.3,15.6,-9.2,16.3,2.8,0.9,-0.1,.,3.5,-5.6

# Arranged by SMILES length (descending): part of the list above.
SMILES,NSD2 HMT inh,SR-BI HDL uptake,Mot1-301 SUMO,Arr AP2 block,SR-BI uptake up,PKA-R1A activ,MITF TRPM1 HTS,CDK5 p35 inh,Pemphigus Ab inh,dFosB activator,PKA-R2B activ
O=C1C(=O)N(CCN2CCOCC2)C(c2ccccc2F)/C1=C(\O)c1ccc(S(=O)(=O)N2CCOCC2)cc1 (centres undefined),4.1,-23.3,1.6,20.4,23.3,-10.9,2.8,0.2,94.8,2.1,-4.6
COc1ccccc1NC(=O)CCCCCN1C(=O)c2cccc([N+](=O)[O-])c2C1=O,1.0,42.2,-19.3,30.9,-42.2,7.9,.,-0.1,122.1,-5.9,-11.8
O=C(O)c1ccc2c(c1)C(=O)N(c1ccc([N+](=O)[O-])cn1)C2=O,-2.8,-4.4,-1.2,3.2,4.4,9.1,.,-1.0,117.5,2.8,-4.7
O=C(CNC(=O)c1ccc(Br)o1)NCc1ccc(Cl)cc1Cl,-1.7,-16.3,15.6,-9.2,16.3,2.8,0.9,-0.1,.,3.5,-5.6
COc1cc(S(C)=O)ccc1-c1nc2ncccc2[nH]1 (centres undefined),.,-7.7,20.3,13.0,7.7,-1.2,-8.1,1.2,99.2,-13.9,6.3
Cc1cccc(NC(=S)NNC(=O)c2csc(C)c2)c1,-0.8,-18.7,-4.2,17.4,18.7,-8.5,65.2,5.1,108.3,-4.0,-5.7
CC1CC1C(=O)OCC(=O)NC(=O)NCc1ccco1 (centres undefined),-4.3,3.3,-9.7,-1.5,-3.3,2.8,-2.1,-1.3,.,-3.9,9.0
O=C(NN=Cc1ccc2c(c1)OCO2)c1ccccc1,-2.4,14.3,.,9.7,-14.3,-8.8,66.9,-1.6,90.6,-0.7,1.9
Cn1cccc1/C=C1\CCc2ccccc2C1=O,14.6,-17.3,-5.8,-1.7,17.3,-3.6,4.9,17.0,89.7,-4.2,-6.5

# Other entries
SMILES,NSD2 HMT inh,SR-BI HDL uptake,Mot1-301 SUMO,Arr AP2 block,SR-BI uptake up,PKA-R1A activ,MITF TRPM1 HTS,CDK5 p35 inh,Pemphigus Ab inh,dFosB activator,PKA-R2B activ
COc1ccc(CN2C[C@H]3CCCN3c3cc(Br)ccc3S2(=O)=O)cc1,.,21.9,.,-0.3,-21.9,-8.1,-32.4,-0.9,101.8,-5.3,-2.8
CC1C/C(=N\NC(=O)c2cccnc2)CC(C)(C)C1 (centres undefined),.,-19.8,1.4,35.1,19.8,-3.1,1.7,0.1,93.9,3.0,-0.5
O=C(/C(=N/N=C/c1ccc(O)c(O)c1)c1ccccc1)c1ccccc1,43.3,13.1,-29.8,-7.8,-13.1,-4.6,-8.2,-1.9,101.3,-5.1,-17.3
CCSc1nc(-c2ccco2)ccc1C#N,0.0,-0.9,56.6,26.5,0.9,-10.2,-1.6,-1.0,.,1.9,4.7
O=C(N/N=C\c1ccccc1)c1sccc1-n1cccc1,2.8,30.0,5.2,-7.5,-30.0,-5.9,-2.0,1.5,112.1,0.0,5.7
COC(=O)c1ccc2c(C)c(C(C)(C)O)[nH]c2c1,.,12.3,21.4,0.7,-12.3,-3.5,20.6,0.5,94.4,-4.9,-1.0
COc1ccc(NC(=O)CSCC(=O)Nc2ccc(C)c(S(=O)(=O)N3CCCCCC3)c2)cc1,15.3,5.7,-9.0,-0.4,-5.7,1.1,-16.3,-2.6,107.3,-9.8,2.1
COc1ccc(NC(=O)CSc2ncnc3c2nnn3-c2ccc(F)cc2)c(OC)c1,-4.9,-7.2,-7.5,1.7,7.2,-3.9,8.2,1.6,122.6,-10.2,-4.9
C[C@H](CO)N1C[C@H](C)[C@@H](CN(C)S(=O)(=O)c2ccccc2)Oc2c(NC(=O)Nc3ccccc3)cccc2C1=O,.,-5.7,.,0.9,5.7,-1.1,-3.5,-1.6,89.8,-6.1,3.2
CC1CC(C)CN(S(=O)(=O)c2ccc(C(=O)NCc3ccco3)cc2)C1 (centres undefined),1.0,22.7,-16.3,28.1,-22.7,4.9,4.3,-1.3,116.5,-5.8,-3.8
CCOC(=O)c1c(-c2ccc(C)cc2C)csc1NC(=O)CSc1nnnn1C,-1.1,-3.8,7.1,3.2,3.8,-6.0,-11.9,3.6,102.4,-8.7,-11.3
COc1cc(NC(=O)c2ccc3c(=O)n(Cc4ccco4)c(=S)[nH]c3c2)cc(OC)c1OC,3.1,.,-11.1,6.1,.,3.5,4.6,-3.2,101.3,30.8*,10.9
NC(=O)c1ccc(NC(=O)COC(=O)C2(c3cccc(F)c3)CCCC2)cc1,-1.3,33.3,-12.0,5.0,-33.3,-10.8,-15.6,-0.8,96.7,-13.7,9.2
CC(CNC(=O)c1ccc(OC2CCN(Cc3ccccn3)CC2)cc1)Oc1cccnc1 (centres undefined),3.8,21.3,1.2,18.2,-21.3,-6.1,-2.3,0.8,.,-14.7,-18.0
CCOC(=O)N1CCN(C(=O)c2cccc(S(=O)(=O)Nc3ccc(OC)cc3)c2)CC1,2.1,-29.0,-1.5,-15.8,29.0,-0.6,-6.2,1.1,102.5,-7.2,5.6
COC(=O)CNS(=O)(=O)c1ccc(OC)cc1,-2.3,-18.5,9.6,-1.6,18.5,-1.6,6.0,0.1,100.2,3.0,2.4
Cc1occc1-c1nnc(SCC(=O)N(C)c2ccccc2)o1,1.1,7.6,.,-2.1,-7.6,-2.9,16.6,0.1,101.8,0.6,-4.4
